# Screens deposited in PubChem by National Center for Advancing Translational Sciences (NCATS).
# TDP-43 yeast inh: TDP-43 toxicity inhibition in yeast; TDP-43 expressing yeast growth rescue, BacTiter-Glo, 24 h; Potency, µM (highest dose often 46.1 µM), inactives show top-dose growth rescue (activation), most hits filed as activators; actives 1.8% (n = 410,000); also: potency is read from the fitted curve at half-maximal effect; % of control where 0% means no effect; nearly all actives have a fitted effect of over 50% in size
#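 Cell-based yeast growth screen: TDP-43 expression induced in galactose, inoculum OD600=0.02 after raffinose pregrowth to mid-log. Read-out BacTiter-Glo luminescence at 24 hr, 30 deg C; inhibition of toxicity seen as signal increase.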
# Akt phos inh: blocks phosphorylation of Akt; actives 0.32% (n = 360,000); Neuro2A IGF-stimulated pAkt S473 HTRF, 20 min; stronger effect = lower value; AID 651550; activity change, % for hits at 50 µM; in the data active = activity change below about -80%; inconclusive = mostly about -51% to -80%; also: % is scaled to controls: 0 for no effect and ±100 for the full control effect
#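 Single-point screen (50 µM final compound) in Neuro2A cells stimulated 20 min with 6 nM IGF at 37 deg C. After lysis, Ser473-phosphorylated Akt read by HTRF (ex 330 nm, em 615/665 nm) as the 665/615 ratio.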
# aSyn yeast inh: rescues yeast growth from alpha-synuclein toxicity. AID 652106. actives 0.14% (n = 370,000). Potency, µM (titrated, usually from 46.1 µM), for inactives: top-dose growth rescue (activation), actives largely listed as activators. Yeast expressing alpha-synuclein, growth rescue, BacTiter-Glo, 24 h; also: potency is read from the fitted curve at half-maximal effect; % of control where 0% means no effect; nearly all actives have a fitted effect of over 65% in size
#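 Readout is rescue of growth in alpha-synuclein-expressing yeast, so inhibitors of toxicity appear as activators. Growth after 24 hr at 30 deg C in galactose medium is quantified by luminescence.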
# D3 antag: blocks the human D3 dopamine receptor. P35462. D3R cells, DiscoveRx beta-arrestin luminescence, antagonist mode; stronger effect = lower value. actives 2.5% (n = 360,000). max response, negative = inhibition, %; in the data active = max response below about -50%; inconclusive = no clear call, values can overlap the other calls; also: % is scaled to controls: 0 for no effect and ±100 for the full control effect; mostly tested at two doses, the higher about 12 µM
# Target sequence (P35462 whole entry, looked up): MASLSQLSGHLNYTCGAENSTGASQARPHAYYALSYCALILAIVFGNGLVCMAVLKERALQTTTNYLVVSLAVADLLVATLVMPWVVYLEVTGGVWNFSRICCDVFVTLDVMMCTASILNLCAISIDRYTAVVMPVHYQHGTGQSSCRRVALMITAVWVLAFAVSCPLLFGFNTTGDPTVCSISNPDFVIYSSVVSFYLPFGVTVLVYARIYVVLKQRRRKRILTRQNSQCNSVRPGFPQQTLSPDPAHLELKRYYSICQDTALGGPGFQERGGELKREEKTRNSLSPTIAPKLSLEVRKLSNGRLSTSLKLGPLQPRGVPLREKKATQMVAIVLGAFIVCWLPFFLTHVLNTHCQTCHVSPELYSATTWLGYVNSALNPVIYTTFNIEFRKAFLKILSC
#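 Cells expressing the human receptor were seeded at 1500 cells/well, incubated overnight at 37 degrees C in 5% CO2, then exposed to library compounds with dopamine controls for 90 minutes at 37 degrees C before luminescent detection.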
# FUS yeast rescue: suppressors of FUS proteinopathy in yeast. actives 0.24% (n = 390,000). S. cerevisiae FUS-expressing, growth rescue, OD600, 24 h. Potency, µM (doses to about 76.6 µM), without a hit: top-dose growth rescue (activation), most hits filed as activators;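 also: potency is read from the fitted curve at half-maximal effect; plate controls were DMSO vehicle for no effect and reference control for full effect; nearly all actives have a fitted effect of over 55% in size; some results filed as inactive show a strong effect at the top dose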
#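 Steps: raffinose overnight preculture; dilution to OD 0.005 in 2% galactose minimal medium; compound addition (concentration series); 24hr at 30C, 99% humidity; absorbance read at 600 nm.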
# GLP-1R inv ag: inverse agonists of human GLP-1 receptor; P43220; HEK293 GLP-1R CRE-luciferase, luminescence, 24 h; GLP-1R form is constitutively active; Potency, µM (highest dose often 38.3 µM), inactives show top-dose activity change, negative = inhibition, actives largely listed as inhibitors; actives 1.6% (n = 410,000); also: potency is read from the fitted curve at half-maximal effect; % is scaled to controls: 0 for no effect and ±100 for the full control effect; nearly all actives have a fitted effect of over 55% in size
#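 Cells are plated, allowed 12 hours at 37 deg C, then treated with compounds for 24 hr before luciferase detection reagent is added and luminescence is read after 12 min at room temperature. The HEK293 line carries constitutively active GLP-1R with a cAMP-responsive reporter.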
# GLP-1R agonist: GLP-1 receptor (human) agonism; HEK293 GLP-1R CRE-luciferase, luminescence, 4-6 h; cells express a hypersensitive GLP-1R form; P43220; Potency, µM (titrated, usually from 45.6 µM), without a hit: at the highest dose activation, actives largely listed as activators; AID 624172; actives 0.007% (n = 380,000); also: potency is read from the fitted curve at half-maximal effect; % of control where 0% means no effect
# Abeta rescue: restores growth of yeast expressing A-beta42 peptide; actives 0.063% (n = 410,000); Potency, µM (titrated, usually from 46.1 µM), for the others: top-dose growth rescue, actives largely listed as activators; yeast expressing A-beta42, growth rescue, OD600, 48 h; response scale: 0% DMSO, 100% iron-clioquinol control; also: potency is read from the fitted curve at half-maximal effect; nearly all actives have a fitted effect of over 55% in size
#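 Yeast A-beta toxicity model in growth medium with pinned compounds, 48 h at 30 C; growth read as absorbance at 600 nm. Normalized to FeCl3/clioquinol equimolar mix (positive) and DMSO (negative).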
# PTHR1 ag: agonists of human PTHR1 parathyroid hormone receptor. HEK293 GP2 PTHR1 cells, GloSensor cAMP luminescence, 1 h. actives 0.075% (n = 410,000). Potency, µM (top dose mostly 115 µM), without a hit: at the highest dose activation, hits mostly activators. Q03431; also: potency is read from the fitted curve at half-maximal effect; nearly all actives have a fitted effect of over 55% in size; some results filed as inactive show a strong effect at the top dose; inactives centre near -15; many of its hits are not listed in these tables
# Target sequence (Q03431 whole entry, looked up): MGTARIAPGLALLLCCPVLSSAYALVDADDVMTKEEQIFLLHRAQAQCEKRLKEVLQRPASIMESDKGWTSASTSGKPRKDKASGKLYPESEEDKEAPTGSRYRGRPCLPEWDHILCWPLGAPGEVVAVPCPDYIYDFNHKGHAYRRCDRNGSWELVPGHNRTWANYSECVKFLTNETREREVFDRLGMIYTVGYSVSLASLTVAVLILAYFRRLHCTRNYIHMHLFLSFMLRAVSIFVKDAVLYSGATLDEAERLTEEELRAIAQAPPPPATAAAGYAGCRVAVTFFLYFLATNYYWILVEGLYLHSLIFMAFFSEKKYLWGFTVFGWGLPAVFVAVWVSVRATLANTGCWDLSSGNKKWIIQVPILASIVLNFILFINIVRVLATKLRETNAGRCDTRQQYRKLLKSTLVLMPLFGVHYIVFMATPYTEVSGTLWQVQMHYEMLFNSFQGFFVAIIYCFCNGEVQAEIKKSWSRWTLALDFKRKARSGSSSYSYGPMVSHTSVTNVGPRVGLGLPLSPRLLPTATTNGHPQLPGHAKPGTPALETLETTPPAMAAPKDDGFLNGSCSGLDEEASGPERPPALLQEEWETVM
#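 HEK-293-derived GP2 cells expressing PTHR1 and a GloSensor cAMP reporter, 3,000/well, plated overnight, given luciferin plus IBMX (each 0.5 mM as added) for 1 h at 37 °C, then compound for 1 h at 37 °C. Luminescence was read after 15 min at room temperature.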
# The depositor's hits bear a star; i = inactive; ? = inconclusive; nt = no result given; [ ] = dose if it differs, or a comment. Unless noted, calls follow the shape of the dose curve; as a rule, active = well fitted curve in the direction sought with a large enough effect; inconclusive = small, poorly fitted or top-dose-only effect, or another doubt; inactive = no such curve, though single readings can be large; an effect the other way counts as inactive or inconclusive. Some of the compounds tested; the hit share may differ from the screen's.
SMILES,TDP-43 yeast inh,Akt phos inh,aSyn yeast inh,D3 antag,FUS yeast rescue,GLP-1R inv ag,GLP-1R agonist,Abeta rescue,PTHR1 ag
O=C(Nc1cccc(-c2cccc(F)c2)c1)C1CCN(C2CCOCC2)CC1,12%,i,6%,2,8%,?,9%,1%,i
COc1ccc(Cl)cc1N(CC(=O)Nc1ccc2c(c1)OCCO2)S(C)(=O)=O,14%,i,9%,-9,21%,6%,-7%,-10%,i
CCc1ccccc1NC(=O)CC(c1ccc(F)cc1)N1Cc2ccccc2C1=O (stereo unspecified),-9%,nt,nt,nt,14%,?,nt,-3%,-59%[inhibitor]
Cc1ccc(N=C(N(C)C)P(=O)(N(C)C)N(C)C)c(C)c1,-12%,i,0%,5,-16%,-12%,1%,0%,i
Cc1nn(CC(=O)Nc2ccc(C(C)C)cc2)c(C)c1[N+](=O)[O-],8%,i,4%,5,0%,?,4%,0%,-29%
CCc1ccccc1OCC(=O)Nc1cc(S(=O)(=O)N2CCOCC2)ccc1N1CCCCC1,-13%,i,8%,6,20%,?,14%,11%,-15%
CC(C)c1[nH]nc2c1C(c1cccnc1)C(C#N)=C(N)O2 (stereo unspecified),-13%,i,5%,6,0%,4%,-14%,-5%,i
CCOC(=O)C1CCCN(C(=O)c2cc3c(=O)n(C)c4ccccc4c3s2)C1 (stereo unspecified),20µM*,nt,nt,nt,27%,6%,nt,-12%,-22%
Cc1nc(CN(C)Cc2nc(Cc3cccc(F)c3)no2)cs1,-26%,i,-7%,6,4%,5%,-1%,4%,-2%
COc1ccc(-c2ccc3nnc(SCC(=O)NCC4CCCO4)n3n2)cc1 (stereo unspecified),11%,i,2%,18,-14%,10%,24%,10%,i
COC(=O)c1ccc(COC(=O)c2ccc(S(=O)(=O)N3CCC(C)CC3)cc2)o1,-26%,i,13%,-1,?,2%,2%,7%,i
CCOc1ccc(/C(C)=N/NC(=O)Cn2nc([N+](=O)[O-])cc2C)cc1,-22%,i,-5%,-13,10%,6%,0%,-9%,2%
COc1ccc2ccc(OCC(=O)NCC3CCCO3)cc2c1 (stereo unspecified),?,i,2%,8,3%,10%,-3%,4%,i
CC12CCC(C(=O)NC3CCCCC3)([C@H](Br)C1=O)C2(C)C (stereo partly specified),23%,i,7%,20,4%,-16%,7%,-2%,i
C=CCc1cccc(CNc2nc3ccccc3n2C(C)C)c1O,-3%,i,4%,-12,10%,?,5%,-8%,-26%
CCn1cnc2c1c(=O)n(CC(=O)Nc1ccc(C(N)=O)cc1)c(=O)n2Cc1ccccc1,6%,i,3%,0,8%,2%,12%,2%,-22%
COc1ccc(CNC(=S)Nc2ccccc2)cc1Cl,17%,i,6%,16,-23%,?,14%,?,i
O=C(c1cc2ccccc2o1)N1CCCC1,19%,i,-10%,-2,-26%,24%,0%,-4%,-8%
CCN1C(=O)N[C@@H](CCc2ccccc2)C(C(=O)OC)=C1C,29%,i,-1%,6,16%,?,15%,0%,-57%[inhibitor]
CN1CC[C@@]2([C@@]34CCN(C)C3Nc3ccccc34)c3ccccc3NC12 (stereo partly specified),22%,i,-7%,4,-2%,-25%,?,6%,i
COCCCn1nnnc1SCC(=O)N1CCCC1,-11%,i,-6%,11,8%,-3%,1%,-8%,-9%
CN(C)S(=O)(=O)c1cc(NC2CC(=O)N(c3ccc(F)cc3)C2=O)ccc1Cl (stereo unspecified),0%,i,8%,16,-7%,1%,4%,12%,-6%
COc1ccc(S(=O)(=O)NCC(=O)N(CC(=O)NCC2CCCO2)c2cc(C)ccc2C)cc1 (stereo unspecified),-3%,i,8%,19,15%,-18%,7%,-17%,i
CCn1nnc(NC(=O)c2sc3ccccc3c2Cl)n1,-13%,i,0%,-19,4%,-3%,-5%,-38%[inhibitor],-27%[57.5 µM]
CC(=O)C1CCC2C3CCC4=CC(=O)CCC4(C)C3(Br)C(=O)CC12C (stereo unspecified),-3%,i,13%,-15,5%,26%,1%,-7%,i

# Further compounds.
SMILES,TDP-43 yeast inh,Akt phos inh,aSyn yeast inh,D3 antag,FUS yeast rescue,GLP-1R inv ag,GLP-1R agonist,Abeta rescue,PTHR1 ag
O=[N+]([O-])c1cccc(S(=O)(=O)N2CCc3ccccc3C2)c1,13%,i,13%,-4,-24%,3%,8%,-2%,i
COc1ccc(NC(=O)CSc2nc3c(c(=O)[nH]2)CN(Cc2ccccc2)CC3)cc1Cl,10%,nt,nt,nt,17%,14%,nt,13%,i
CC(C)c1cc(NC(=O)C(C)(C)C)cc(C(C)C)c1O,-4%,i,-4%,18,13%,?,-2%,-3%,i
COc1ccc(NC(=O)CS(=O)c2cccc(C(F)(F)F)c2)cc1 (stereo unspecified),-16%,i,0%,-21,8%,21%,0%,-20%,2%
CC1=C(C(=O)N(C(C)C)C(C)C)CC(CC(=O)NCc2cccc3ccccc23)C(=O)N1Cc1ccccc1 (stereo unspecified),10%,i,0%,-14,42%,?,2%,-9%,-20%
Cc1ccc(NC(=O)CSCC(=O)NCc2cccc(C(F)(F)F)c2)cc1,0%,i,6%,14,26%,?,-2%,14%,i
O=C(c1ccc(CNS(=O)(=O)c2ccc(Br)cc2)cc1)N1CCCC1,-3%,i,7%,12,16%,-8%,4%,-9%,-23%
CCOc1ccc(NC(=O)CN(C)C(=O)/C=C/c2ccco2)cc1OCC,4%,i,-7%,-10,33%,1%,-8%,-2%,i
C[C@H]1CN([C@@H](C)CO)C(=O)CCCn2nncc2CO[C@@H]1CN(C)C(=O)c1ccncc1,10%,i,4%,6,7%,20%,2%,4%,-8%
COc1ccc(N2CCN(c3nc4ccc(C(=O)c5ccccc5)cc4n4cnnc34)CC2)cc1,-2%,nt,nt,nt,7%,6%,nt,-16%,5%
Cc1ccc(C)c(S(=O)(=O)Nc2ccccc2C(=O)Nc2ccccc2N2CCOCC2)c1,11%,i,1%,-57*,18%,?,-7%,-6%,-26%
CN(C)C(=N)c1n[nH]nc1SCc1ccccc1,4%,i,1%,-6,12%,27%,1%,-13%,i
O=c1ccc(S(=O)(=O)N2CCCC2)cn1Cc1nc(-c2ccccc2)no1,6%,i,4%,16,11%,?,-6%,-8%,-23%
COC(=O)C(C)Oc1ccc(=O)[nH]n1 (stereo unspecified),0%,i,-1%,0,-6%,4%,4%,13%,-28%[57.5 µM]
CCOC(=O)N/N=C/c1ccc(N2CCOCC2)s1,1%,i,1%,-3,7%,12%,10%,0%,-23%
CC(C)CC1(C)NC(=O)N(Cc2cc([N+](=O)[O-])cc3c2OCOC3)C1=O (stereo unspecified),11%,i,-3%,-9,5%,31%,19%,3%,i
Cc1cccc(OCC(=O)Nc2ccc(N3CCN(S(C)(=O)=O)CC3)cc2)c1,8%,i,1%,3,5%,0%,-14%,11%,i
CC(=O)c1ccccc1NC(=O)Cn1c(=O)cnc2ccccc21,0%,i,12%,12,29%,7%,4%,-5%,i
O=C(NC(=S)Nc1ccc(Cl)cn1)c1cccs1,20%,i,3%,11,0%,?,-1%,?,-13%[57.5 µM]
Cc1cn([C@H]2C[C@H](O)[C@@H](/C=C/C(=O)NCCc3ccc4ccccc4c3)O2)c(=O)[nH]c1=O,19%,i,-2%,-25,21%,24%,7%,-10%,-13%
CCN(CC)CCN(Cc1cc2cc3c(cc2[nH]c1=O)OCO3)C(=S)NCCCN(C)C,10%,i,-7%,-12,2%,-14%,-2%,2%,-51%[inhibitor]
CCc1cccc(NC(=O)Cn2c(=O)n(Cc3ccccc3)c(=O)c3c(C)c(C(=O)N(C)C)sc32)c1,0%,nt,nt,nt,?,?,nt,3%,i
CC(=O)Nc1ccc(SC[C@H](C)CN2CC[C@H](C(C)(C)C)CCC2=O)cc1,?,i,-8%,28,16%,10µM*,4%,-1%,-89%[inhibitor]
CCCOc1cc(N(CC)CC)ccc1/C=C(/C#N)c1nc2ccc(C)cc2[nH]1,?,i,-30%,-24,nt,?,17%,-25%,-8%
CCOC(=O)c1c(O)c2c(n(Cc3ccco3)c1=O)CCCC2,16%,nt,15%,58,1%,65%[activator],0%,-12%,i
Cc1ccccc1-c1nnc(SCC(=O)NCC2CCCO2)o1 (stereo unspecified),20%,i,5%,8,-18%,-16%,1%,3%,-16%
COc1ccccc1Cc1nc(-c2ccncc2)no1,?,i,7%,23,-19%,10%,5%,-19%,-22%
CCOc1cc(CC(=O)N[C@@H](CC(C)C)c2ccccc2N2CCCCC2)ccc1C(=O)O,11%,i,1%,37,-16%,-61%,-2%,-14%,i
O=C(Nc1ccc(NS(=O)(=O)c2ccccc2)c(Cl)c1)c1ccccc1,-6%,i,19%,?,?,?,5%,-3%,i
CCc1nnc(NC(=O)CSc2nnc(C)c(=O)n2N)s1,7%,i,-1%,0,-1%,-14%,0%,-12%,i

# Copied from the list.
# For aSyn yeast inh, `Cc1ccc(C)c(S(=O)(=O)Nc2ccccc2C(=O)Nc2ccccc2N2CCOCC2)c1` is entered as 1%
# For Abeta rescue, `O=c1ccc(S(=O)(=O)N2CCCC2)cn1Cc1nc(-c2ccccc2)no1` is entered as -8%

# Some of the entries so far, bar-delimited.
mol | TDP-43 yeast inh | Akt phos inh | aSyn yeast inh | D3 antag | FUS yeast rescue | GLP-1R inv ag | GLP-1R agonist | Abeta rescue | PTHR1 ag
CCOc1cc(CC(=O)N[C@@H](CC(C)C)c2ccccc2N2CCCCC2)ccc1C(=O)O | 11% | i | 1% | 37 | -16% | -61% | -2% | -14% | i
COc1ccc(NC(=O)CSc2nc3c(c(=O)[nH]2)CN(Cc2ccccc2)CC3)cc1Cl | 10% | nt | nt | nt | 17% | 14% | nt | 13% | i
COc1ccccc1Cc1nc(-c2ccncc2)no1 | ? | i | 7% | 23 | -19% | 10% | 5% | -19% | -22%
C=CCc1cccc(CNc2nc3ccccc3n2C(C)C)c1O | -3% | i | 4% | -12 | 10% | ? | 5% | -8% | -26%
